KDM5B inh – blocks human KDM5B histone demethylase activity; KDM5B demethylase, FDH-coupled NADH fluorescence (FDH is formaldehyde dehydrogenase); actives 2.6% (n = 220,000); Potency, µM (top dose mostly 57.7 µM), for the others: at the top dose activity change, negative = inhibition, usual class: inhibitors; Q9UGL1; active means well fitted inhibition curve with a large enough effect; inconclusive means small, poorly fitted or top-dose-only effect; inactive means no such curve, though single readings can be large or run the other way; further: 0% is about no effect; nearly all actives have a fitted effect of over 70% in size
Target sequence (Q9UGL1 whole entry, looked up): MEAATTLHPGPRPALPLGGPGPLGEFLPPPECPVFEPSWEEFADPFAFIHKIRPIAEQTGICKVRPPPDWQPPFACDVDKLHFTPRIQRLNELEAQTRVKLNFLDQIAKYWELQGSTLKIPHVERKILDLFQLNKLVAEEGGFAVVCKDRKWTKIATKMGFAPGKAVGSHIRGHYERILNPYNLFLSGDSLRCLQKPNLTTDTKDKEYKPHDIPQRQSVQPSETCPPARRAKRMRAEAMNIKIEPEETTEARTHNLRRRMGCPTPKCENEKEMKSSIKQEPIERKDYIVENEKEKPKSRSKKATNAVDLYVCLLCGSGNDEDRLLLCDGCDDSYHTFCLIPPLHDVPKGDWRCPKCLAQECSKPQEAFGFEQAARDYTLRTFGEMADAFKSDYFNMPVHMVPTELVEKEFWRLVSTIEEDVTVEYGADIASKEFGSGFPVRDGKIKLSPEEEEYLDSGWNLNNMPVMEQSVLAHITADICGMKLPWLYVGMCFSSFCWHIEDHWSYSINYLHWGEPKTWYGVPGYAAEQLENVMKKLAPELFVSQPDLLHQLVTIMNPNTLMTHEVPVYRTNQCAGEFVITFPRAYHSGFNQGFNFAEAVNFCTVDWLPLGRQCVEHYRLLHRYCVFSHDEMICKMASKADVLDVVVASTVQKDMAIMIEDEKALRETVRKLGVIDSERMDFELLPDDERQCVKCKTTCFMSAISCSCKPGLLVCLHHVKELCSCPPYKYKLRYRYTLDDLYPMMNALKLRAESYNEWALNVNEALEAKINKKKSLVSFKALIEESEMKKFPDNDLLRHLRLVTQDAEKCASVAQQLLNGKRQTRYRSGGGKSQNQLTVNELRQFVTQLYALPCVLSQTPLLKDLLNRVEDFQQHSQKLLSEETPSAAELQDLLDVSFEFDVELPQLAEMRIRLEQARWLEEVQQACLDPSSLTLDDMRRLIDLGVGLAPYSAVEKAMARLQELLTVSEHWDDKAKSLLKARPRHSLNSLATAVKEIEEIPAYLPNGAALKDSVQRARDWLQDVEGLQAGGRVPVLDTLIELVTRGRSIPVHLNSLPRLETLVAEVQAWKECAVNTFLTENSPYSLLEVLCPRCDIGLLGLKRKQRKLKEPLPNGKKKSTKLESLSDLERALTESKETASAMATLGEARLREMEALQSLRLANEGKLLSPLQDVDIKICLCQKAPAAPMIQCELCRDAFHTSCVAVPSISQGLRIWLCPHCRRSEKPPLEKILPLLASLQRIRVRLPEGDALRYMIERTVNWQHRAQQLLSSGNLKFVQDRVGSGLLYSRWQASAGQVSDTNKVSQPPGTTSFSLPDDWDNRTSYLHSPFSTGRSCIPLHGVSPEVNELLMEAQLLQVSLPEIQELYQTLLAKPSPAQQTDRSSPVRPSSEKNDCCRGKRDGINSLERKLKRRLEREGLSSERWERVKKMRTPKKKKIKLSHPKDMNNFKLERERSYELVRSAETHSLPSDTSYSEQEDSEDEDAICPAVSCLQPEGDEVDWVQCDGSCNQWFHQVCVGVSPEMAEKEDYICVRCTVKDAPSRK
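Here, H3K4me3 peptide (12.5 µM in substrate mix) is demethylated by KDM5BΔAP, 200 nM final, after 10 min compound exposure. Formaldehyde product is coupled through FDH (0.25 U/mL in mix) to NADH fluorescence; 30-min ΔRFU feeds dose-response curves.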
An asterisk follows results filed as active; i = inactive; ? = inconclusive; [ ] = remark or other dose. Potency means the concentration at half of the fitted maximal effect.

SMILES | KDM5B inh
CC(=O)N1CCC2(COc3ncccc3[S+](=O)([O-])N2)C1 (centres undefined) | 1%[149 µM]
CCOC(=O)C1=C(CC)Nc2ccccc2N=C1NC(=O)c1cc(C)on1 | 25%
C=CCN1C(=O)/C(=C\c2cccc(OC(=O)c3ccco3)c2)SC1=S | -6%
CCCS(=O)(=O)N1CC(=O)N(c2cc(C)cc(C)c2)C(C)(C(=O)NC2CCCCCC2)C1 (centres undefined) | -34%
COc1ccc(S(=O)(=O)N(C)CC(=O)NCCN2CCOCC2)cc1Cl | 27%
COc1ccc(C(=O)N2CCN(Cc3cc(=O)oc4cc(C)ccc34)CC2)c(OC)c1 | 8%
CCC1c2nccn2CCCN1C(=O)Cc1ccc(OC)cc1 (centres undefined) | 27%
COC1CCN(C(=O)c2ccnc(-c3nnc4ccc(N(C)c5ccccc5)nn34)c2)CC1 | -22%
CN(C)[C@@H]1CN(Cc2cccc(F)c2F)CC[C@@H]1CNC(=O)C1CC1 | -2%
O=C(C1CC1)N1Cc2ccccc2NC(=O)C12CCNC2 (centres undefined) | 9%[149 µM]
O=c1n(CC2CC2)nc2n1CCN(Cc1ccc3cc[nH]c3c1)CC2 | ?
O=C1CC(c2ccccc2)N(Cc2ccncc2)CCCN(C(=O)c2ccc3ccccc3n2)CCN1 (centres undefined) | -13%
CCCN(CC1CCOC1)C(=O)Nc1ccc(Br)cc1 (centres undefined) | -15%
Cc1nn(C)c2c1c(-c1ccccc1)cc(=O)n2C(C)C(=O)NCCc1ccc(Cl)cc1 (centres undefined) | ?
CCCOc1cc(C)c2c(c1C)C[C@H](C(C)C(=O)N1CCC(O)CC1)CC2 (some centres undefined) | -18%[86.2 µM]
COc1ccc(C(=O)N2CCN3C(=O)N(CC(N)=O)C(=O)[C@@H]3C2)cc1 | 7%[86.2 µM]
Cc1nc(SCc2csc(Cc3ccc(Cl)cc3)n2)sc1CC(N)=O | -27%
Clc1ccc(-c2cnc(-c3ccncc3)o2)cc1 | i
CC(C(=O)NCCN1CCCC1)C1CCN(C(=O)c2ccc3nc(-c4ccccc4)oc3c2)CC1 (centres undefined) | 1%
CC1=NOC2(CCN(C(=O)c3ccccc3F)C2)C1 (centres undefined) | -11%[86.2 µM]
CCOc1nc2ccccc2nc1N1CCC(C(=O)Nc2cccc3ccccc23)CC1 | -28%
CCn1cc(-c2cc3c(cn2)CN(CCc2ccccc2)CCN3)cn1 | 35µM*
COc1ccc(-c2cccc(NS(=O)(=O)c3ccc(C)s3)c2)nn1 | 0%
CCc1ccc(C(=O)NCc2nnc3cc(-c4nc(C)no4)ccn23)cc1 | ?
COc1cc(NC(=O)CSc2nc3nc(C)c(Cc4ccc(C)cc4)c(C)n3n2)cc(OC)c1 | ?
CC(=O)Nc1ccc(NC(=O)C(NC(=O)C2CCC(C)CC2)C(C)C)cc1 (centres undefined) | -24%
CCOCCCn1c(=N)c(C(=O)NCc2ccccc2)cc2c(=O)n3ccccc3nc21 | ?
COc1ccc(C(=O)NCc2ccc3c(c2)CCN3C(C)=O)cc1OC | -30%
COc1ccccc1Nc1ncc2c(n1)CN(C(=O)Cc1cccc(F)c1)CCN2 | ?
CCC(=O)Nc1ccc(-c2nc3ccc(C)cc3o2)cc1 | ?
Cc1ccc(S(=O)(=O)NCC(CCC(=O)O)C(F)(F)F)cc1 (centres undefined) | 1%
COc1cc(F)ccc1-c1cc(C(=O)NCc2c(C)cc(C)[nH]c2=O)c2c(c1)ncn2C | ?
N#CCCn1cc(C(=O)Nc2ccc(Cl)cc2)c(-c2cccs2)n1 | 0%
O=c1oc2ccc3ccccc3c2cc1-c1nnc(Nc2ccc(Cl)cc2Cl)s1 | -2%
COc1ccc(CN2CCN(c3ncnc4sc5c(c34)CCCC5)CC2)cc1F | -5%
COCCN1C(=O)c2cccn2CC1CNC(=O)c1ccc(OC)cc1 (centres undefined) | 15%
COC(=O)[C@H](Cc1c[nH]c2ccccc12)NC(=O)NCc1ccc(OC)cc1 | 28%
COc1ccc2c(=O)cc(-c3ccccc3)oc2c1 | ?
COc1cc(NC(=O)O[C@@H]2CC[C@]3(C)C(CC[C@@H](O)[C@H]3CC(=O)N3CCCC3)[C@]2(C)CO)cc(OC)c1 (some centres undefined) | 9%
O=C(Cc1c[nH]c2ncc(-c3cccnc3)cc12)Nc1ccc(C(F)(F)F)cc1 | -27%[86.2 µM]
CO[C@H]1C(=O)N(C2CCN(C(=O)NCc3ccccc3)CC2)[C@H]1c1ccncc1 | 40%
COc1ccc(/C=C2\SC(=S)N(CCC(=O)N(CCO)Cc3ccccc3)C2=O)cc1OC | -7%
CCCCN(CC)CCCNC(=O)c1cn(CC)c2ccc(S(=O)(=O)N3CCc4ccccc4C3)cc2c1=O | -10%
O=C(Cn1nc2c(cc1=O)CCCC2)NC1CCCc2c1[nH]c1c(Cl)cccc21 (centres undefined) | 13%
CC(=O)Nc1ccc(S(=O)(=O)NCCc2csc3nc(-c4ccc(Cl)cc4)nn23)cc1 | -50%
NC1=C(Br)C(=O)c2ccccc2C1=O | -42%
Cc1ccc(C2Cn3nnc(C(=O)N4CCN(C(=O)c5cccs5)CC4)c3CO2)cc1 (centres undefined) | -15%
Cc1ccc(C(C)C)c(Oc2ccc(C(=O)O)cc2)c1 | 2%

Continued; the last 2 above are carried over.
SMILES | KDM5B inh
Cc1ccc(C2Cn3nnc(C(=O)N4CCN(C(=O)c5cccs5)CC4)c3CO2)cc1 (centres undefined) | -15%
Cc1ccc(C(C)C)c(Oc2ccc(C(=O)O)cc2)c1 | 2%
N#Cc1ccc(CN2CCN(c3oc(C4CC4)nc3C#N)CC2)cc1 | 2%
COc1ccc2c(c1)CC(C(=O)Nc1c(C)cc(C)cc1C)CO2 (centres undefined) | 10%
CCc1c(C)sc(NC(=O)Cc2ccccc2C)c1C#N | 24%
CCc1ccccc1NC(=O)CN1C(=O)NC2(CCCCC2)C1=O | 28%
COc1ccccc1CN1CCNc2cc(Nc3ccccc3)ncc2C1 | -24%[86.2 µM]
O=C(C[C@@H]1CCNC[C@@H]1Cc1cc(COc2ccccc2)on1)N1CCC(n2c(=O)[nH]c3ccccc32)CC1 | -15%
COc1ccccc1Cn1c(CNS(=O)(=O)c2c(C)cc(C)cc2C)nc2cccnc21 | ?
Oc1cccc(-c2cc(-c3cccnc3)c3cncn3c2)c1 | ?
CC(C)NC(=O)C1CCc2nnc(CNC(=O)c3ccccc3)n21 (centres undefined) | 12%[149 µM]
O=C(c1ccc2c(=O)n(CCc3ccccc3)c(=O)[nH]c2c1)N1CCN(c2ccc(Cl)cc2)CC1 | -8%
Cc1ccc(-c2nc3cnccn3c2NCCC(=O)O)cc1 | 28µM*
CC(c1cccs1)N(C)C(=O)Cc1cccc(Cl)c1 (centres undefined) | 1%[86.2 µM]
O=C1CCN(Cc2ccncc2)CCCC(C(=O)NCc2cccnc2)CCN1 (centres undefined) | ?
CCN1CCN(C(=O)c2ccc3[nH]c(C)c(C)c3c2)CC1 | -16%
Cc1noc([C@@H]2CN(C(=O)c3ccncn3)C[C@H]2C(N)=O)n1 | 28%
O=C(NC1CCCc2ccccc21)c1ccc2ccccc2n1 (centres undefined) | -17%
N=c1sccn1CC(=O)Nc1ccc([N+](=O)[O-])cc1Cl | -5%
O=C(CCCCCN1C(=O)c2cccc3cccc(c23)C1=O)NCc1ccco1 | ?
COc1ccc(NC(=O)c2cccc3cccnc23)cc1S(N)(=O)=O | 24%
Cc1c(CC(=O)N2CCN(C(=O)C3COc4ccccc4O3)CC2)c(=O)oc2cc(O)ccc12 (centres undefined) | ?
N#C/C(=C\c1cn(CC(=O)NCc2ccco2)c2ccccc12)C(=O)NC1CCCCC1 | 12%
O=C(c1ccc(C(F)(F)F)cc1)N1CCC2(CC1)C(=NC1CCCCC1)NC(=O)N2c1cccnc1 | 28%[115 µM]
CC(=O)N1CCOCCOCCOCC1 | 26%
COc1ccc(C(=O)N2CCCCCNC(=O)[C@@H]3CCCC[C@@H]32)c(OC)n1 | -23%
CCN(Cc1cccs1)C(=O)CCl | 3%
CNc1nccnc1-c1ccccc1S(=O)(=O)NC(C)(C)C | 28µM*
O=C(O)C1C(C(=O)O)C1(c1ccccc1)c1ccccc1 (centres undefined) | 23%
O=C(NC1CCCC1)C1Cn2cccc2C(=O)N1Cc1cccnc1 (centres undefined) | 5%
COc1cccc(-c2ccccc2NC(=O)C2CCN(Cc3cc(OC)ccc3O)CC2)c1 | 16µM*
CC(C)N1Cc2cc(C(=O)Nc3cccc4c3CCCC4)sc2C1 | ?
Cc1ccc2oc(-c3ccc(NC(=O)c4cc([N+](=O)[O-])ccc4N4CCOCC4)cc3)nc2c1 | -26%
CCCCN1CCN(C(=O)c2cc(Cl)c(C)c(Cl)c2)CC1=O | 21%
CC1=C[C@@H](CNC(=O)CC2(CC(=O)O)CCCC2)[C@H](C(C)C)C[C@H]1Cc1nc2ccccc2n1C | -1%
NNC(=O)c1ncoc1-c1ccc(Cl)cc1 | 3%
O=C(Nc1ccccc1)c1nc2c(o1)CCN(Cc1ccc(O)cc1)CC2 | -11%[86.2 µM]
COc1ccc(OC)c(CNC(=O)c2ccc3c(c2)c(C)c(C)n3Cc2ccc(Cl)cc2)c1 | ?
CCOC(=O)CSc1n[nH]c2nc3c(c(=O)n12)C1(CCCC1)Cc1ccccc1-3 | ?
COc1ccccc1CNC(=O)CCC1CCCN(S(=O)(=O)c2ccccc2F)C1 (centres undefined) | ?
Nc1nc(Cl)nc(Nc2ccc(F)cc2)c1[N+](=O)[O-] | 14%
Cc1cc(C(=O)NNc2ccc(Cl)cc2)no1 | -2%
Nc1c(Cl)cc(C23CC4CC(CC(C4)C2)C3)cc1Cl | -3%
Cc1c(OCC(=O)NC(Cc2c[nH]c3ccc(O)cc23)C(=O)O)ccc2c3c(c(=O)oc12)CCC3 (centres undefined) | ?
Cc1ccc(CN2CC[C@@H]3[C@H]2C(=O)NC[C@H](CCC(=O)NCc2ccco2)N3C)cc1 | ?
Cc1ccc(S(=O)(=O)N(Cc2nc3nc(C)cc(C)n3n2)c2cccc(C)c2)cc1 | 28%
Cc1ccc(S(=O)(=O)N2CCCCC2)cc1C(=O)Nc1cccnc1 | -10%
Cc1ncc(-c2ccc(C)c(S(=O)(=O)Nc3ccc(Cl)cc3)c2)o1 | -14%
O=S(=O)(c1ccccc1)N1CCN(C/C=C/c2ccccc2)CC1 | -1%
CN1CCC(N[C@H]2C[C@@H](Cc3cc(-c4ccc(F)cc4)on3)C2(C)C)CC1 | 25%[86.2 µM]
COc1ccc(N(C)C(=O)c2cc(S(=O)(=O)N3CCc4ccccc43)cn2C)c(OC)c1 | 10%
Cc1cc(C)c2c(CC(=O)N3C[C@@H]4CCN(C)C[C@]4(C(=O)O)C3)coc2c1 | 22%
CCOc1ccc(NC(=O)Cn2cc(C(=O)c3ccccc3)c(=O)c3cc(OC)ccc32)cc1 | -1%
CCc1ccc(OC(=O)C(c2ccccc2)c2ccccc2)cc1 | 2%
O=C(Cn1cc(S(=O)(=O)N2CCN(c3ccccc3F)CC2)c2ccccc2c1=O)Nc1ccc(F)cc1Cl | ?
CCCCCCNC(=O)Cc1csc2nc(C)c(-c3cc(C)n(-c4ccccc4F)n3)c(=O)n12 | ?
O=C(c1ccc2c(c1)OCO2)N1CCN(c2cc(-c3cccs3)[nH]n2)CC1 | -10%
O=[S+]([O-])(c1cccc(C(F)(F)F)c1)N1CCC2(CCN(CCc3ccccc3)c3ccccc3O2)CC1 | ?
CCOc1ccccc1CNC(=O)C1CCN(C(=O)N2CCOc3ccc(Cl)cc32)CC1 | -13%
Cc1ccc(NC(=O)CSc2nc3nccnc3c(=O)n2CCc2c[nH]c3ccccc23)c(C)c1 | -5%
CC1(Cc2ccc3c(c2)OCO3)CCCN(C(=O)c2ccccc2-n2cncn2)C1 (centres undefined) | -9%
O=C1CC(C(F)(F)F)=NN1 | 9%

Further records
SMILES | KDM5B inh
c1ccc(-c2cc3c(cn2)NCCN(Cc2ccccn2)C3)cc1 | 35µM*
NCc1ccc2c3c1CCCN3CCC2 | ?
CCN1C(=O)C2CC3(CCN(C(=O)c4n[nH]c(=O)c5ccccc45)CC3)CN2C1=O (centres undefined) | -3%
CC(C)c1nc(CNC(=O)c2ccc(OC3CCN(C(=O)C4CC4)CC3)cc2)cs1 | 32%
CCCNC(=O)c1cc2c(=O)[nH]c(C)cn2n1 | ?
COc1ccc(-c2coc3cc(OCC(=O)N4CCC(C(N)=O)CC4)ccc3c2=O)cc1 | 2%
C=CCNC(=S)NNC(=O)C1CCCC1 | 29%
Cc1ccc(-c2c(NC(=O)c3ccc([N+](=O)[O-])cc3)oc3ccccc3c2=O)cc1 | -11%
Cc1oc(-c2ccccc2)nc1C(=O)OCC(=O)NC(=O)NC1CCCCC1 | -15%
O=C(OCc1ccccc1Br)c1cc2ccccc2[nH]1 | ?
O=C(c1cc2c(=O)oc3ccccc3c2s1)N1CCN(c2ccccc2)CC1 | 7%

Some of these compounds in order of the KDM5B inh value, highest first.
SMILES | KDM5B inh
CC(C)c1nc(CNC(=O)c2ccc(OC3CCN(C(=O)C4CC4)CC3)cc2)cs1 | 32%
O=C(c1cc2c(=O)oc3ccccc3c2s1)N1CCN(c2ccccc2)CC1 | 7%
COc1ccc(-c2coc3cc(OCC(=O)N4CCC(C(N)=O)CC4)ccc3c2=O)cc1 | 2%
CCN1C(=O)C2CC3(CCN(C(=O)c4n[nH]c(=O)c5ccccc45)CC3)CN2C1=O (centres undefined) | -3%
Cc1ccc(-c2c(NC(=O)c3ccc([N+](=O)[O-])cc3)oc3ccccc3c2=O)cc1 | -11%
Cc1oc(-c2ccccc2)nc1C(=O)OCC(=O)NC(=O)NC1CCCCC1 | -15%

A portion of the library; count on the stated rates, not on these rows.
